A-T KAP1 phos = potential ataxia-telangiectasia treatment; Potency, µM (doses to about 57.5 µM), for inactives: top-dose activation, most hits filed as activators; […] A-T fibroblasts, KAP-1 phosphorylation AlphaLISA; neocarzinostatin DNA damage 30 min before lysis; 320,000 compounds, 0.19% hits; note: potency is the fitted concentration of half-maximal effect; % of control where 0% means no effect; nearly all actives have a fitted effect of over 45% in size
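hTERT-immortalized A-T patient fibroblasts ([…]), 500 cells/well in OPTI-MEM, 1% FBS, got compounds for 60 min, then NCS for 30 min at 37C. Lysates were then assayed for phospho-KAP-1 by AlphaLISA (anti-pKAP1 donor, anti-KAP1 acceptor beads), 6 hr at 25C.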
Integrin act MD = activates integrin-mediated alleviation for muscular dystrophy | alpha7betagal myoblasts, beta-gal FDG fluorescence, 48 h | 350,000 compounds, 0.064% hits | AID 624291 | Potency, µM (highest dose often 38.3 µM), inactives show at the top dose activation, hits mostly activators;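 note: potency is the fitted concentration of half-maximal effect; 100% = response of the positive control SU9516; nearly all actives have a fitted effect of over 60% in size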
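Alpha7betagal+/- myoblasts (passage 13) were plated 16-24 hr, then exposed to compounds (1:260 dilution of DMSO stock) for 48 hours at 37C. After MPER lysis, β-galactosidase reporter activity was read as FDG fluorescence (ex 480/em 540) after 30 minutes.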
Menin MLL FP TR = displaces Texas Red mutant MLL peptide from human menin | O00255 | Menin + Texas Red MLL mutant peptide, fluorescence polarization | Potency, µM (doses to about 61.6 µM), without a hit: at the top dose FP activity change, negative = inhibition, actives largely listed as inhibitors | 270,000 compounds, 0.23% hits | AID 1768; active = well fitted inhibition curve with a large enough effect in the polarisation, with a control signal flat, not every such curve was filed as active; inconclusive = small, poorly fitted or top-dose-only effect, or effect the other way, or a change in a side signal; inactive = no such curve, though single readings can be large or run the other way; the % refers to the polarisation; note: potency is the fitted concentration of half-maximal effect; % of control where 0% means no effect; many of its hits are not listed in these tables
PTAP TSG101 blk = blocks PTAP/TSG101 interaction to inhibit HIV-1 budding; Potency, µM (titrated, usually from 115 µM), for the others: at the top dose activity change, negative = inhibition, hits mostly inhibitors; AID 493005; Fluorescence polarization, FITC-PTAP peptide / Tsg101 binding; Q99816; 340,000 tested, under 10 active; active = well fitted inhibition curve with a large enough effect in the main read-out, with a control signal flat, not every such curve was filed as active; inconclusive = small, poorly fitted or top-dose-only effect, or effect the other way, or a change in a side signal; inactive = no such curve, though single readings can be large or run the other way; note: potency is the fitted concentration of half-maximal effect; % of control where 0% means no effect
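FP read-out: FITC-PTAP peptide, 50 nM final, binding Tsg101 binding domain, 10 uM final; 20 min, r.t.; 10 mM HEPES pH 7.5, 0.15 M NaCl, 0.01% Tween 20, 3 mM EDTA, 0.1 mM TCEP.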
Mito fusion yeast = mitochondrial division inhibition or fusion activation; S. cerevisiae fusion-defective mutant growth rescue, CellTiterGlo 48 h; Potency, µM (highest dose often 46.1 µM), for the others: at the top dose growth rescue (activation), hits mostly activators; 320,000 compounds, 0.23% hits; AID 485298;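 note: potency is the fitted concentration of half-maximal effect; % of control where 0% means no effect; nearly all actives have a fitted effect of over 45% in size; temperature-sensitive fusion mutants such as fzo1-1 at 37 °C on non-fermentable ethanol glycerol medium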
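Compounds are tested for their ability to restore growth of mitochondrial fusion-defective yeast strains at non-permissive 37C in YPEG medium over 48 hours. Viability is quantified by luciferase luminescence.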
CXXC DNA block = MLL CXXC-DNA interaction inhibition. Q03164. MLL-CXXC / FITC-HOXA9 DNA fluorescence polarization. Potency, µM (doses to about 115 µM), inactives show at the top dose activity change, negative = inhibition, actives largely listed as inhibitors. 290,000 compounds, 0.037% hits; active = well fitted inhibition curve with a large enough effect in the polarisation, with a control signal flat, not every such curve was filed as active; inconclusive = small, poorly fitted or top-dose-only effect, or effect the other way, or a change in a side signal; inactive = no such curve, though single readings can be large or run the other way; the % refers to the polarisation; note: potency is the fitted concentration of half-maximal effect
Target sequence (Q03164 whole entry, looked up): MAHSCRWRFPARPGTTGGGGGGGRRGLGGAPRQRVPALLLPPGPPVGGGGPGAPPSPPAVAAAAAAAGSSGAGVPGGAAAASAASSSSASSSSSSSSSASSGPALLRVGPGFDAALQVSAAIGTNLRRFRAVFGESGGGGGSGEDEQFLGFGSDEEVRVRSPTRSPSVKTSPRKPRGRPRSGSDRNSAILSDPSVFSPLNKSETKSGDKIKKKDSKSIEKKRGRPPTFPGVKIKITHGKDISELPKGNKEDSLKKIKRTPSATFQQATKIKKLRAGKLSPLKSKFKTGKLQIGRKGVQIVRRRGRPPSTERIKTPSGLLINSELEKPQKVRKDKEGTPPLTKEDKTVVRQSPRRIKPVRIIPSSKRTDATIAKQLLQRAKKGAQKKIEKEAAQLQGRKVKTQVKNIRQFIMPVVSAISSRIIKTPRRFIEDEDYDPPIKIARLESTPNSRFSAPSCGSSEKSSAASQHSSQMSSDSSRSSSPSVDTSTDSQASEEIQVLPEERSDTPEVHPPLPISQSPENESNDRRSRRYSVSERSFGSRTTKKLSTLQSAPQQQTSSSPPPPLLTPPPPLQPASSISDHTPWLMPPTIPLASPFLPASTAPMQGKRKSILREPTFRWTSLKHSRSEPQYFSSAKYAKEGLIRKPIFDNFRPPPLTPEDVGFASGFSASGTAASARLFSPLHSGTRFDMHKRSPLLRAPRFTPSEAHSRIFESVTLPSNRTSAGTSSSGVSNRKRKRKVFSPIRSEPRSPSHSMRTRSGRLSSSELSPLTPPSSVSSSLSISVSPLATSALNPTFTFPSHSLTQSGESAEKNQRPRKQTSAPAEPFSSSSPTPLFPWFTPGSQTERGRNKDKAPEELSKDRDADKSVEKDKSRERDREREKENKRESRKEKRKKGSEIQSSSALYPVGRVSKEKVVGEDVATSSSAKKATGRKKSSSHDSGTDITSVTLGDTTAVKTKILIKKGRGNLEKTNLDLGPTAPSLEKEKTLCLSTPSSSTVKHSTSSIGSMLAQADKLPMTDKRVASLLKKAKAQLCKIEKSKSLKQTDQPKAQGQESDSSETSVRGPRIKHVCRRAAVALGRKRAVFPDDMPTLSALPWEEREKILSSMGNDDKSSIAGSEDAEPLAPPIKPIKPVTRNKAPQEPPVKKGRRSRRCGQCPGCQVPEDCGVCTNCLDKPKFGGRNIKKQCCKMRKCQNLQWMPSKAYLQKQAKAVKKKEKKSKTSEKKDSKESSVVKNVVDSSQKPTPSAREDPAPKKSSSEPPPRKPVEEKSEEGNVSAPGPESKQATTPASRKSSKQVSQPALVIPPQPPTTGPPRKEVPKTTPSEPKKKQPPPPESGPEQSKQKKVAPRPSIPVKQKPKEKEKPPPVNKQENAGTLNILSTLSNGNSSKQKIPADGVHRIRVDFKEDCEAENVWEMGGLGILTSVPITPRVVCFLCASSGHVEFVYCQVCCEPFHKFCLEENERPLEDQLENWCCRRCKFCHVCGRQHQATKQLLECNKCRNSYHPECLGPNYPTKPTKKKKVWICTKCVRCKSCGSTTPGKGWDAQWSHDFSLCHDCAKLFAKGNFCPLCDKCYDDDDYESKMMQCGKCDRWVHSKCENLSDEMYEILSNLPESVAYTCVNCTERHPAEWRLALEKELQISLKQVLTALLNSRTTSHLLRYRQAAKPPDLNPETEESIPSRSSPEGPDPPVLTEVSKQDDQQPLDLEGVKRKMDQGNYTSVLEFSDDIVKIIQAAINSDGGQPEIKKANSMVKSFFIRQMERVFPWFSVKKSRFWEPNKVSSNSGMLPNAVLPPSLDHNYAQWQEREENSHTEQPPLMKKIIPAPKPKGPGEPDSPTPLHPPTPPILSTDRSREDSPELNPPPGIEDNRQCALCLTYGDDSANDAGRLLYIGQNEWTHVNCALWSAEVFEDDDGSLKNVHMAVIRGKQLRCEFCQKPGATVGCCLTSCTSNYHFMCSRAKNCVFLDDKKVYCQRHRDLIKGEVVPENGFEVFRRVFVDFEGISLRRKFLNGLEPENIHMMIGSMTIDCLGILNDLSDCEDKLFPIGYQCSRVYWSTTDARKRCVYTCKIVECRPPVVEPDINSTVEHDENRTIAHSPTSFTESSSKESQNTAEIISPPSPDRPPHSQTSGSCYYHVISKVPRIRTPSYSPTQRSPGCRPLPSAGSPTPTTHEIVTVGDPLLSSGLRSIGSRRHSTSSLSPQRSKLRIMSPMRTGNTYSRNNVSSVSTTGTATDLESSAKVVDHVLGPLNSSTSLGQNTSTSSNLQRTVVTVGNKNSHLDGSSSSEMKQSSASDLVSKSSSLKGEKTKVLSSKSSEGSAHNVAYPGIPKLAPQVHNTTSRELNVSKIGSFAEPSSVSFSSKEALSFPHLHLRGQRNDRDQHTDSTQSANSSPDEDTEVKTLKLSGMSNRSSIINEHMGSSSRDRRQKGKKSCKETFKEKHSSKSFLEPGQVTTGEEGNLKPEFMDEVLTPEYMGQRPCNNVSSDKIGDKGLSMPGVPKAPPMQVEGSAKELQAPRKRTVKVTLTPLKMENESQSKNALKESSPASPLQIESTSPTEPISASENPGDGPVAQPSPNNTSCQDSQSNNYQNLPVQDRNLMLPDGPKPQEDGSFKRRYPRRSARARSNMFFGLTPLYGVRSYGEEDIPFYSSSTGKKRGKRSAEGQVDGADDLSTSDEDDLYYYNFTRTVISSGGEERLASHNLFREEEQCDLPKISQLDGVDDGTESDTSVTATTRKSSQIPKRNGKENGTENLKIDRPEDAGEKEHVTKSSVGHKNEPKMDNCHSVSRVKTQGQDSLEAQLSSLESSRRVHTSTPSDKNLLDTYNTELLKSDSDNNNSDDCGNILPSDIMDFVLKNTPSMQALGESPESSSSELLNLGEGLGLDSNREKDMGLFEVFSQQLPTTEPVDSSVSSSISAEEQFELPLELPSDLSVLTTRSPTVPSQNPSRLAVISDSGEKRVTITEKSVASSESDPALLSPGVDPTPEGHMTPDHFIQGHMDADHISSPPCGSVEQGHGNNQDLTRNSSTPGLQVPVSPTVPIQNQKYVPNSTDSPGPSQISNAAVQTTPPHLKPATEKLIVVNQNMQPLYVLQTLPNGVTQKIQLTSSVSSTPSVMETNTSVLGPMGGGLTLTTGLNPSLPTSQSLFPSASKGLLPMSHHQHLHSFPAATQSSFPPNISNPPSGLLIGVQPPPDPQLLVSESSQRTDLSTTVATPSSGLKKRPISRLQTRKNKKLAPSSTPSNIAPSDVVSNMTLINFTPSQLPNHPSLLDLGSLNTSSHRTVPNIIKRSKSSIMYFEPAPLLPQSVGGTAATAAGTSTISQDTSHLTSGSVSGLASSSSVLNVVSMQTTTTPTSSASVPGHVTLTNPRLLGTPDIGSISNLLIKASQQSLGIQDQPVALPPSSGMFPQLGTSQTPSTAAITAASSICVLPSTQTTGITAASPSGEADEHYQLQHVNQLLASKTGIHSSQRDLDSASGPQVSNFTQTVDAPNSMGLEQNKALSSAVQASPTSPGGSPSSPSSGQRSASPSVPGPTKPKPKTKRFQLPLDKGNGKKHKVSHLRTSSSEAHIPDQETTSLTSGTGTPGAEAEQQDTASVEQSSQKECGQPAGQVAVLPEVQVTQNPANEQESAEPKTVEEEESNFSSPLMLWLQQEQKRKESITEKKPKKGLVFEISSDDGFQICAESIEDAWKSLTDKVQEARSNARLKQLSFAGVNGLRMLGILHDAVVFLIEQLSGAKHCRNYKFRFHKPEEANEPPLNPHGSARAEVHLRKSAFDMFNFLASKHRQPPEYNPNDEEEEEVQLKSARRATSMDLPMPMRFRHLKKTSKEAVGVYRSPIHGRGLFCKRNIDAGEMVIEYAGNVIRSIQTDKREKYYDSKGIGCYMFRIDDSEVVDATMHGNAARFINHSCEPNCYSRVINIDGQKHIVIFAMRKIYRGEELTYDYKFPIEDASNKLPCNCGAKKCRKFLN
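Fluorescence polarization: 7 uM MLL-CXXC (stock) preincubated 5 min with compounds, then 50 nM fluorescein-HOX-A9 DNA (stock) added; 30 min ambient. Buffer 50 mM Tris-HCl pH 7.5, 50 mM NaCl, 1 mM DTT, 0.05% BSA.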
TSHR antagonist = antagonists of human thyroid stimulating hormone receptor | activity change, negative = inhibition, % at 11.5 µM | TSHR-expressing cells, TSH-stimulated cAMP HTRF, 2 h; active compounds read low | AID 504810 | P16473 | 330,000 compounds, 0.2% hits;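 active = activity change below a set negative limit, meaning inhibition stronger than a set level, cut at about -70% in these data; inconclusive = activity change between two set negative limits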; note: % is set by controls: 0 for no effect and ±100 for the full control effect
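Inhibition of cAMP made by TSHR-expressing cells under TSH stimulation (4nM final, EC80; 2 h, 37 deg C) is quantified with a one-step lysis HTRF kit, anti-cAMP cryptate versus cAMP-d2.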
MBNL1 CUG block = blocks human MBNL1 binding to CUG repeat RNA. AID 2675. TR-FRET MBNL1-His/biotin-(CUG)12 binding, 665/545 ratio. 280,000 compounds, 0.036% hits. Q9NR56. Potency, µM (highest dose often 57.5 µM), for the others: top-dose activity change, negative = inhibition, hits mostly inhibitors; active = well fitted inhibition curve with a large enough effect in the signal ratio, with a control signal flat, not every such curve was filed as active; inconclusive = small, poorly fitted or top-dose-only effect, or effect the other way, or a change in a side signal; inactive = no such curve, though single readings can be large or run the other way; the % refers to the signal ratio; note: potency is the fitted concentration of half-maximal effect; % is set by controls: 0 for no effect and ±100 for the full control effect
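Compound titration spanned 92 nM–58 uM against the MBNL1-His/biotin-(CUG)12 complex. After 60 min at room temperature with 5 nM streptavidin-XL665 and 0.055 ng/ul terbium anti-His, ratiometric 665/545 nm emission (Ex 340 nm) normalized to controls.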
S-ASM inh = inhibitors of human secretory acid sphingomyelinase. placental ASM, HMU-PC fluorogenic substrate, 60 min. Potency, µM (highest dose often 57.5 µM), without a hit: at the highest dose activity change, negative = inhibition, most hits filed as inhibitors. 340,000 compounds, 0.006% hits; note: potency is the fitted concentration of half-maximal effect
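Human placenta-derived ASM enzyme was preincubated with compound for 10 minutes at room temperature, then given fluorogenic substrate HMU-PC0 (9 uM final) for 60 minutes at 37 °C; a pH 10 stop preceded fluorescence reading at Ex 386/Em 447 nm.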
TCR activator = activates T cell receptor signaling. Potency, µM (top dose mostly 9.22 µM), for inactives: top-dose activation of IL-2 secretion, usual class: activators. 330,000 tested, under 10 active. AID 504894. primary human leukocytes, anti-CD3, IL-2 HTRF, 48 h; note: % of control where 0% means no effect
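48 hr co-incubation of compounds, a-CD3 beads and primary human leukocytes; IL-2 quantified homogeneously by HTRF with anti-IL-2 K and d2 conjugates.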
Numbers without * were called inactive; ? = inconclusive; · = not tested or not shown; [ ] = another dose, or the depositor's remark. Unless noted, calls come from the whole dose curve; as a rule, active = well fitted curve in the direction sought with a large enough effect; inconclusive = small, poorly fitted or top-dose-only effect, or another doubt; inactive = no such curve, though single readings can be large; an effect the other way counts as inactive or inconclusive. These rows are one share of the data (hit frequency here may not be typical).

SMILES | A-T KAP1 phos | Integrin act MD | Menin MLL FP TR | PTAP TSG101 blk | Mito fusion yeast | CXXC DNA block | TSHR antagonist | MBNL1 CUG block | S-ASM inh | TCR activator
Cc1ccc(S(=O)(=O)Nc2ccc(C(=O)NC3CC3)cc2)cc1 | 8% | ? | 8% | -1% | 3% | 10% | 22 | -3% | -1% | -8%
Cc1cc(C)c(C)c(S(=O)(=O)N2CCC(C(=O)OCC(=O)N3c4ccccc4NC(=O)C3(C)C)CC2)c1C | 3% | 7% | · | 0% | 1% | -7% | -34 | 1% | -4% | 1%
CCOc1ccc(N(CC(=O)NCCSCc2ccco2)S(=O)(=O)c2ccc(C)cc2)cc1 | 1% | -9% | · | -3% | 3% | ? | 34 | 5% | -5% | -4%
COc1ccc2oc(C(=O)C3CC3)c(N)c2c1 | -3% | 20% | 9% | -6% | -3% | -2% | -4 | ? | 85%[activator] | -2%
COc1ccccc1C1OCC(C)([N+](=O)[O-])CO1 (stereo not drawn) | · | 11% | · | -2% | · | · | · | · | 1% | 1%
Cc1cc(Nc2nc3c(c(=O)n(C)c(=O)n3C)n2C)n(-c2ccc(Cl)cc2)n1 | 5% | 15% | 4% | -4% | -1% | -2% | 11 | 5% | 11% | 5%
CC1=CC(c2ccc(Cl)cc2)n2nc(NS(=O)(=O)c3ccc(C)cc3)nc2N1 (stereo not drawn) | 9% | -14%[7.66 µM] | -4% | -4% | 0% | -7% | -4 | 15% | 289%[activator] | -9%
CCc1ccc(N(CC(=O)N2CCOCC2)S(C)(=O)=O)cc1 | 11% | -29% | 12% | 1% | 3% | -6% | -16 | -2% | -1% | ·
O=C1CC(N2CCN(c3ccc(S(=O)(=O)N4CCCC4)cc3)CC2)C(=O)N1c1ccc(F)cc1 (stereo not drawn) | -1% | 12% | -2% | -8% | -9% | -3% | -7 | 1% | 1% | 1%
OC(COC(c1ccc(Cl)cc1)c1ccc(Cl)cc1)CN1CCN(c2ccccn2)CC1 (stereo not drawn) | 14% | 4% | -10% | -7% | -25% | 11% | 6 | 0% | -13% | 1%[46.1 µM]
COc1ccc(CCN(Cc2cc3cc(C)ccc3[nH]c2=O)C(=O)N2CCCC2)cc1OC | 25% | 0% | -14% | -1% | 5% | -3% | 12 | -19% | -1% | -9%
CSc1ccccc1NC(=O)CN(C)Cc1cccc(Cl)c1 | 7% | 21% | ? | -1% | 7% | 5% | -1 | 2% | -5% | 10%
O=C(NNC(=O)C1CC(c2cccs2)=NO1)Nc1ccc(Cl)cc1 (stereo not drawn) | 2% | 0% | · | -4% | -1% | 8% | -13 | 5% | 4% | -5%
O=C(Nc1ccccc1Cl)c1cc(S(=O)(=O)N2CCCCC2)ccc1N1CCOCC1 | -4% | 17% | 11% | -7% | 10% | ? | 0 | -5% | -2% | 0%
CCn1nc(NC(C)=O)c2cc3cccc(C)c3nc21 | 5% | 14% | 7% | -3% | 10% | 0% | -3 | 13% | 369%[activator] | -1%
COc1ccc(CNC(=O)c2ccc(CNc3c(NC4CCCCC4)c(=O)c3=O)cc2)cc1 | -11% | 8% | -14% | 1% | 0% | 20% | -11 | 10% | -1% | -4%
CN(CC(=O)Nc1ccc(F)cc1)C(=O)COC(=O)Cc1cccs1 | 4% | 16% | · | -1% | 7% | · | 2 | · | 7% | 0%
CCCCCn1nc(C)c(/C=N\NC(=O)c2cc(C)oc2C)c1C | 1% | 2% | 10% | 0% | -2% | 8% | -6 | -9% | -2% | -4%[46.1 µM]
CN1C(C(=O)NCCc2cccs2)CC2Cn3c(nc4ccccc43)C21 (stereo not drawn) | -45% | 11% | · | -5% | -7% | 12% | -2 | 1% | 5% | 2%
O=C(NNC(=O)c1ccc(Cl)nc1)c1ccncc1 | -1% | -14% | · | 0% | -3% | · | -24 | · | -6% | 4%
COC(=O)c1cc(NS(=O)(=O)c2ccc(C)c3ccccc23)ccc1N1CCOCC1 | 21% | -3% | · | -1% | 11% | -9% | 14 | ? | -6% | 10%
CCc1nnc(NC(=O)CSc2nc3cc4c(cc3cc2CC)OCCO4)s1 | 1% | -2% | -8% | -4% | -3% | 5% | 9 | 25% | -1% | ·
OCCOCCn1c(CCNc2nc(-c3ccc(Cl)cc3)cs2)nc2cc(Cl)c(Cl)cc21 | · | 20% | · | -5% | · | · | · | · | -13% | 2%
COc1ccc(/C=C/C(=O)Oc2cccc(/C=N/NC(=O)COc3c(C)cccc3C)c2)cc1 | 3% | 27% | -4% | -5% | -1% | 47%[activator] | -6 | -5% | 0% | 5%
CCc1ccc(Nc2nc3ccccc3c(=O)s2)cc1 | 1% | -8% | 3% | 0% | 1% | 19% | 19 | · | 5% | -1%[46.1 µM]
The list continues:
SMILES | A-T KAP1 phos | Integrin act MD | Menin MLL FP TR | PTAP TSG101 blk | Mito fusion yeast | CXXC DNA block | TSHR antagonist | MBNL1 CUG block | S-ASM inh | TCR activator
CCOc1ccc(/C=N/NC(=O)Cc2csc(Nc3cccc(C(F)(F)F)c3)n2)c(OCC)c1 | -7% | -44% | -2% | -6% | -3% | 19% | 1 | 3% | -20% | -2%
CSCC[C@H](N)C(=O)N1CCC(C(=O)N[C@H](C(=O)NCc2ccccc2F)C(C)C)CC1 | -2% | -11% | -15% | -1% | 1% | -10% | 11 | -6% | 0% | -2%
CCOc1ncccc1C(=O)OCCN1C(=O)c2ccccc2C1=O | 1% | 2% | -3% | -13% | 0% | 0% | 2 | 18% | -1% | 4%
CCOc1ccc(CN2C(=O)c3ccccc3C2=O)cc1C(=O)N1CCC(C(N)=O)CC1 | 17% | 12% | · | -11% | 3% | 1% | -3 | ? | 5% | 3%
Cc1ccc(C(C)n2cc(C(=O)NCCN3CCN(C)CC3)nn2)cc1 (stereo not drawn) | -6% | 14% | 0% | -7% | 0% | -2% | 0 | -5% | 6% | 5%
CC(C)(C)c1ccc(N2C(=O)CSC2c2cccnc2)cc1 (stereo not drawn) | 9% | 15% | · | -3% | 14% | 1% | -3 | -22% | 4% | 14%
CCNc1nc(SCCOc2ccccc2)nc(N(C)C)n1 | 8% | 6% | 0% | -6% | -6% | -2% | -11 | -8% | -2% | 4%
CCCC(=O)NCCCc1nc2ccccc2n1CC | 2% | 15% | -1% | -3% | -1% | 1% | 6 | -3% | 3% | 3%
COC(=O)C(Cc1ccccc1)NC(=O)c1cc(S(=O)(=O)N(C)C)ccc1Cl (stereo not drawn) | -1% | 0% | -3% | -2% | 9% | -1% | 9 | -2% | 4% | ·
CCN(CC)S(=O)(=O)c1ccc(OC)c(NC(=O)c2ccc3c(c2)OCO3)c1 | -4% | -5% | 23% | -1% | 2% | 0% | 8 | -2% | 1% | 5%
Cc1ccc(OCC(=O)N2CCC(N3CC(C)CC(C)C3)CC2)cc1 (stereo not drawn) | 5% | 1% | · | -1% | -2% | 0% | 8 | 3% | -1% | 3%
Cc1nc(NCc2ccccc2)sc1C(=O)Nc1ccccc1 | 8% | -22% | 8% | -3% | -7% | 7% | -13 | -4% | -4% | 0%
CC(CN1CCCCC1)C(=O)NN (stereo not drawn) | 6% | -2% | 13% | -3% | 2% | 1% | 3 | -7% | 0% | -2%
CSc1ccccc1OCc1cc(C(=O)NCCN2CCCC(O)C2)no1 (stereo not drawn) | 4% | 26% | · | 0% | -4% | 21% | 5 | -1% | · | 1%
COc1cccc(N(C(=O)Cn2nnc(-c3ccc(C)cc3)n2)C(C(=O)NC(C)(C)C)c2c[nH]c3ccccc23)c1 (stereo not drawn) | 4% | 14% | · | -3% | -1% | 22% | -7 | 5% | -13% | 1%
CCn1c(=S)sc2c(=O)n(CC(=O)Nc3cccc(Cl)c3)c(C)nc21 | -7% | -22% | 58%[activator] | -2% | -29% | 20% | -4 | 4% | -26% | -2%
CC1Cc2c([nH]c3ccccc23)C(=O)N1 (stereo not drawn) | -3% | -4% | ? | -1% | 5% | -1% | 0 | ? | -1% | ·
Cn1ccnc1SCC(=O)NC1CCCC1 | 3% | 0% | 1% | -6% | -5% | 11% | 31 | 0% | -2%[11.5 µM] | 3%

Assay outcomes as filed in PubChem.
